Screening results (PubChem)
Ba/F3 V617F tox: reduce viability of Ba/F3 cells dependent on JAK2V617F; Ba/F3 EpoR-JAK2V617F viability, ATP luminescence; inhibition, % at 5.6 µM; AID 1446; actives 1.1% (n = 220,000);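 active means inhibition above the campaign mean plus 3 SD over all tested compounds, cut at about 24% in these data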;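 further: cytokine-independent growth of Ba/F3 cells driven by EpoR plus mutant JAK2; 0% = DMSO-treated cells and 100% = JAK inhibitor I control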
EP2 modulator: modulates human prostaglandin E2 receptor EP2 signaling; AID 940; EP2-expressing cells, cAMP HTRF FRET, PGE2 co-stimulation; actives 0.83% (n = 260,000); induction, % at 25 µM; P43116;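 active means compounds whose cAMP rise, as percent of the full-agonist control response, exceeds 60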;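 further: rat C6 glioma line stably carrying human EP2 under a CMV promoter; the protocol text gives 20 µM as final concentration; 100% = response of wells given 1 µM PGE2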
Target sequence (P43116 whole entry, looked up): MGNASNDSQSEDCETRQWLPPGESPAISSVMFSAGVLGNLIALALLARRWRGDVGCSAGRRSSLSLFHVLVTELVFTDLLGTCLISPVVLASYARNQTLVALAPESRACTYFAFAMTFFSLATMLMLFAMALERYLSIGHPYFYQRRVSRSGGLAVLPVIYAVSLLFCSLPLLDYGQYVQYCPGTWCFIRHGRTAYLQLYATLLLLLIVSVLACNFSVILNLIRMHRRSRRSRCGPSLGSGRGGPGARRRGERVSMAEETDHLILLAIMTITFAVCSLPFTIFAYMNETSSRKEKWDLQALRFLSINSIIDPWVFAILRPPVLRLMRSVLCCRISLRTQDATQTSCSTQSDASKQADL
TRPML3 ag: activates the human TRPML3 channel; AID 1448; HEK293 TRPML3-YFP, Fluo-8 calcium fluorescence; 100% = the carbachol control signal; Q8TDD5; activation, % at 3 µM; actives 0.29% (n = 220,000);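 active means activation above its plate's cutoff, the mean activation of the plate's test wells plus 3 SD, cut at about 12% in these data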;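 further: 0% = DMSO only wells and 100% = carbachol wells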
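Material: HEK293 cells stably carrying human TRPML3-YFP; compound dosing: single dose, 3 µM final nominal compound, 0.3% DMSO final; incubation: 1-h 37 °C dye load, 5-s basal, 120-s post-compound reads; technique: Fluo-8 intracellular calcium fluorescence, excitation 470-495 nm, emission 515-575 nm; read-out basis: percent activation from peak-to-basal fluorescence ratio, scaled between DMSO and carbachol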
PERK inh: human PERK inhibition, primary cell-based screen | AID 1416 | inhibition, % at 5.6 µM | Q9NZJ5 | actives 0.17% (n = 220,000) | CHO PERK-DD fusion, SEAP luminescence translation reporter;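 active means inhibition above the mean inhibition of all tested compounds plus 3 SD, set separately per screening campaign, cut at about 2.9% in these data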;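 further: PERK kinase domain activated by AP20187 dimerizer at 100 nM; 0% = DMSO with dimerizer and 100% = rapamycin at 8.4 µM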
S1P4 antag: antagonists of human S1P4 receptor. O95977. S1P4-expressing cells, antagonist mode, reporter read-out. inhibition, % at 4.98 µM. actives 0.26% (n = 220,000). AID 1510; in the data active means inhibition above about 29%;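 further: 0% = wells stimulated with agonist and 100% = vehicle wells without agonist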
Target sequence (O95977 whole entry, looked up): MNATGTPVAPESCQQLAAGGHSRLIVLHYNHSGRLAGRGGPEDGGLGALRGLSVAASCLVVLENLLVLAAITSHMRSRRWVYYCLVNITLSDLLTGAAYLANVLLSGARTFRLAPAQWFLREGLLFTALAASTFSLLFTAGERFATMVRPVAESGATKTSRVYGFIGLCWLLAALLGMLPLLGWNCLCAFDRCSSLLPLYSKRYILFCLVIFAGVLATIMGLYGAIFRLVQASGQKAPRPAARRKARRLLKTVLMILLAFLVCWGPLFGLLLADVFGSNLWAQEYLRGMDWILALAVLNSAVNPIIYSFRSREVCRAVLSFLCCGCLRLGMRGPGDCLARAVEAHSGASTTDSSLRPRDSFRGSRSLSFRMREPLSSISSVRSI
Calpain2 inh: calpain II (pig) inhibition; purified calpain II, fluorogenic peptide substrate, 30 min; inhibition, % at 16 µM; actives 0.37% (n = 220,000); AID 1236;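 active means inhibition above about 50%, limit read from the data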
zfTRPN1 agonist: agonists of zebrafish TRPN1 channel; HEK293 zebrafish TRPN1-YFP, Fluo-8 calcium fluorescence; 100% = response to 87 µM carbachol; activation, % at 3 µM; actives 0.18% (n = 220,000);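 active means activation above its plate's cutoff, the mean activation of test wells on that plate plus 3 SD, cut at about 19% in these data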;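 further: 0% = DMSO alone and 100% = 87 µM carbachol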
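System: zebrafish TRPN1-YFP in HEK293 cells / Dosing: 3 µM single point / Timing: dye loading 1 h at 37 °C, then 30 min room temperature / Signal: Fluo-8 calcium fluorescence, excitation 470-495 nm, emission 515-575 nm / Read-out basis: percent activation from peak over basal fluorescence ratio, control-normalized / Control set: high carbachol 87 µM, low DMSO alone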
S1P4 agonist: activates the human S1P4 receptor; S1P4-expressing cell line, agonist reporter assay; activation, % at 4.98 µM; O95977; actives 0.35% (n = 220,000); in the data active means activation above about 11%;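 further: 0% = DMSO vehicle and 100% = reference agonist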
BaF3 tox: parental Ba/F3 viability inhibition as JAK2V617F counter-screen; CellTiter-Glo ATP luminescence; inhibition, % at 5.6 µM; actives 1.1% (n = 220,000); AID 1486;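 active means inhibition above a per-campaign cutoff, the mean inhibition of all tested compounds plus 3 SD, cut at about 27% in these data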;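 further: 0% = DMSO wells and 100% = JAK Inhibitor I control wells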
The depositor's hits bear a star; i = inactive; . = no result given; & = joins results of further samples.

no.	Molecule	S1P4 agonist	S1P4 antag	TRPML3 ag	Calpain2 inh	EP2 modulator
1	CCOc1ccc(C(=O)Nc2nnc(C(C)C)s2)cc1OCC	-1.2	2	1.3	12	-14
2	Cc1ccc(C(=O)N/C(=C\c2sccc2C)C(=O)NCc2ccncc2)cc1	-1.4	-14	0.0	16	17
3	CC(C)(C)c1ccc(S(=O)(=O)Nc2ccc3c(c2)COC3=O)cc1	0.9	-18	2.1	7	17
4	Cc1cc([N+](=O)[O-])nn1CC(=O)NCc1cccs1	1.2	-9	-0.2	1	14
5	COc1ccc(S(=O)(=O)NCC2CCCN(C(=O)c3sccc3C)C2)cc1 (stereo not given)	0.8	-2	0.0	-20	14
6	N#Cc1nc(-c2ccc(F)cc2)oc1NCc1cccc2c1OCO2	2.3	1	-0.3	-9	-19
7	CCN(CC)CCNC(=O)COc1ccc(Cl)cc1Cl	0.6	2	-0.7	-16	27
8	Cc1ccc2occ(/C=C/C(=O)c3ccccc3O)c(=O)c2c1	-0.1	5	0.8	-29	4
9	COc1ccc(CN2CCN(C3CCOCC3)CC2CCO)c(C)c1C (stereo not given)	-2.5	5	-0.1	6	-34
10	CCCn1c(NC(=O)c2cccc(C)c2C)nc2ccccc21	2.2	-5	-0.4	9	59

no.	PERK inh	Ba/F3 V617F tox	zfTRPN1 agonist	BaF3 tox
1	-1.4	-3	0.7	6
2	0.3	-2	-0.4	2
3	0.4	0	2.2	7
4	1.7	-2	2.0	6
5	-1.0	-1	-0.2	2
6	0.9	-3	0.2	1
7	0.5	-3	-0.1	0
8	0.0	5	0.6	1
9	2.1	1	-0.1	2
10	-0.8	-2	-1.6	3

The listing continues:
no.	Molecule	S1P4 agonist	S1P4 antag	TRPML3 ag	Calpain2 inh	EP2 modulator
11	O=C(Nc1nccs1)C(NS(=O)(=O)c1ccc(Br)s1)c1ccccc1 (stereo not given)	-0.1	2	-0.8	-1	29
12	CC1(C(=O)O)CCC(C(=O)NC2CCCCC2)C1(C)C (stereo not given)	1.1	-11	0.7	-19	17
13	Cc1ccc(/C=C/C(=O)N2CCc3ccccc3C2)cc1	2.5	-5	-0.4	-12	30
14	COc1ccc(NC(=S)Nc2ncccc2C)cc1OC	2.7	-21	1.0	25	-55
15	COc1ccc(C(=O)OCn2nnc3ccccc3c2=O)cc1[N+](=O)[O-]	2.6	-36	0.8	6	13
16	COCCCNC(=O)c1ccc(CS(=O)(=O)c2ccc(Br)cc2)o1	-1.5	-4	0.6	-12	-8
17	COc1c(NC(C)=O)c2ccccc2c2ccccc12	0.5	-1	0.2	-10	-1&-13
18	COc1cc2[nH]c(-c3ccc(C)cc3)cc(=O)c2cc1OC	0.5	9	-0.2	-247	2
19	CCOC(=O)c1cc2[nH]c3ccccc3c2[n+](-c2ccc([N+](=O)[O-])cc2)c1N	-0.8	0	-0.4	41	-27
20	CCOC(=O)Cn1c(CN(Cc2ccccc2)Cc2ccccc2)nc2c1c(=O)[nH]c(=O)n2C	-3.0	4	-0.5	6	29

no.	PERK inh	Ba/F3 V617F tox	zfTRPN1 agonist	BaF3 tox
11	-1.5	-6	-0.2	4
12	-0.6	0	0.5	2
13	0.5	-3	-1.1	1
14	-1.2	3	0.6	4
15	0.8	-6	1.0	0
16	1.0	-1	2.8	8
17	2.5	-3	-1.5	0
18	0.2	-3	-0.6	3
19	-0.7	5	-0.8	7
20	-1.6	3	-2.4	3

(more compounds)
no.	Molecule	S1P4 agonist	S1P4 antag	TRPML3 ag	Calpain2 inh	EP2 modulator
21	COc1cccc(NC(=O)CCS(=O)(=O)c2cccs2)c1	-0.3	-28	-0.3	-38	4
22	Cc1cc(Cl)c(S(=O)(=O)NC(C(=O)O)C(C)C)cc1OCC(=O)NC1CCCCC1 (stereo not given)	0.3	-15	0.5	-29	-29
23	CCc1ccc(OCCOCC(O)CN(CCO)CCO)cc1 (stereo not given)	-0.2	-21	-0.2	10	3
24	Cc1cc(NC(=O)CSc2nnc(NC(=O)C3CC(=O)N(c4ccccc4)C3)s2)no1 (stereo not given)	-0.1	-4	0.4	25	0
25	O=C1C2C3C=CC(C4CC34)C2C(=O)N1/N=C/c1ccc(-c2ccc(Cl)cc2[N+](=O)[O-])o1 (stereo not given)	3.1	-7	-0.2	-9	-9
26	OCCn1nc2c3ccccc3nc-2n(-c2ccccc2)c1=S	0.0	2	0.9	-9	11
27	O=C1OCCC1Sc1nnc(-c2ccccc2)o1 (stereo not given)	-0.1	6	0.8	-8	4
28	COc1ccc(/C=N/NC(=O)C(=O)N2CCCC2)cc1	1.3	-9	0.1	-5	2
29	Cc1csc(NC(=O)c2cc3c(s2)-c2ccccc2OC3)n1	8.2	-1	2.6	-307	-5
30	COc1ccccc1N1CCN(/N=C\c2sccc2C)CC1	-0.8	11	0.1	23	-40

no.	PERK inh	Ba/F3 V617F tox	zfTRPN1 agonist	BaF3 tox
21	-0.2	5	0.6	2
22	0.0	-4	-1.4	3
23	1.0	0	0.1	8
24	0.1	6	0.4	13
25	-1.1	-4	-0.5	1
26	1.2	1	0.9	0
27	1.7	4	0.7	1
28	-0.2	0	0.6	8
29	0.2	2	4.2	5
30	-0.8	6	1.0	5

New compounds follow:
no.	Molecule	S1P4 agonist	S1P4 antag	TRPML3 ag	Calpain2 inh	EP2 modulator
31	COc1cccc(-c2nnn(CC(=O)O)n2)c1	0.2	2	0.7	-4	12
32	CCCc1cc(=O)[nH]c(SCC(=O)c2cc(C)n(-c3c(C)n(C)n(-c4ccccc4)c3=O)c2C)n1	3.9	-13	0.7	-7	34
33	COc1ccc2c(c1)C(C)=CC(C)(C)N2C(=O)CN1C(=O)CCC1=O	0.3	-14	0.3	16	19
34	O=Cc1ccc(OCc2cccc(C(F)(F)F)c2)cc1O	1.4	-2	-0.6	-12	63*
35	CCc1c(C)nc2ncnn2c1N1CCCC(C(=O)Nc2cc(F)ccc2C)C1 (stereo not given)	-0.2	3	-0.6	-16	10
36	COc1cccc(Nc2nnc(SCC(=O)N3CC(=O)Nc4ccccc43)s2)c1	0.4	-9	0.3	-27	-11
37	N/C(COc1cccc(C(F)(F)F)c1)=N\NC(=O)c1cccnc1Oc1ccccc1	0.0	-25	-1.1	9	-27
38	O=S(=O)(Nc1ccc2oc(-c3ccccc3)nc2c1)c1ccccc1	-1.4	6	-1.1	.	.
39	COc1ccc(S(=O)(=O)N2CCC(C(=O)NCCc3ccc4c(c3)OCO4)CC2)cc1	1.5	6	0.6	16	-8
40	CCC(Sc1ncccn1)C(=O)Nc1cc(C)on1 (stereo not given)	-1.6	-14	0.1	15	26

no.	PERK inh	Ba/F3 V617F tox	zfTRPN1 agonist	BaF3 tox
31	1.1	0	-0.4	3
32	0.5	-2	0.2	6
33	-0.5	4	1.0	5
34	1.6	0	-2.4	4
35	-2.2	4	-0.4	8
36	0.3	-2	0.2	-4
37	0.1	-2	-0.5	5
38	-0.6	-2	-3.0	2
39	-0.2	-1	0.0	2
40	0.3	0	-0.7	4

(continued)
no.	Molecule	S1P4 agonist	S1P4 antag	TRPML3 ag	Calpain2 inh	EP2 modulator
41	CC1=CC(C)C(COC(=O)CN2CCCCC2)C(C)C1 (stereo not given)	-0.8	-6	-0.2	1	1
42	CCCN(CCC)S(=O)(=O)c1ccc(C(=O)Nc2ccc(OCC(=O)N3CCOCC3)cc2)cc1	-0.4	-10	2.9	-31	22
43	CC1CN(Cc2ccc(C#N)cc2Cl)CC(C)O1 (stereo not given)	-0.2	0	1.0	1	-2
44	COc1cc(O)c2c(c1)COC2=O	-2.4	-13	1.2	-15	7
45	Cc1ccc(C(=O)N/C(=C/c2ccco2)C(=O)NCCc2c[nH]c3ccccc23)cc1	0.5	-4	-0.6	-1	24
46	Cc1cccn2c(=O)c3cc(C(=O)N4COCC4(C)C)sc3nc12	2.4	-5	0.5	i	-48
47	CN(C)/C=C1\C(=O)N(c2ccc(Oc3ccccc3)cc2)CS1=O (stereo not given)	0.2	-22	0.6	17	8
48	O=C(Nc1cccc(S(=O)(=O)N2CCCC2)c1)C1CCCN1C(=O)c1cccs1 (stereo not given)	-0.4	4	-0.4	-4	19
49	O=C(CSc1ccsc1[N+](=O)[O-])N1CCCCCC1	0.7	-14	0.8	-16	4
50	Cc1ccc(C2CC(=O)Oc3cc(O)ccc32)cc1 (stereo not given)	0.2	-1	0.1	12	32
51	CSc1nc(Oc2ccc(Cl)cc2)c2sccc2n1	-3.0	-12	0.4	31	64*
52	CCN1C(=O)/C(=C\c2ccncc2)SC1=S	1.1	1	1.3	-3	-12
53	CCN(CC)C(=O)Oc1ccc(Cl)c2ccccc12	1.0	1	-0.8	17	-3

no.	PERK inh	Ba/F3 V617F tox	zfTRPN1 agonist	BaF3 tox
41	0.0	0	0.4	-2
42	-2.3	1	8.3	4
43	0.4	-1	0.4	1
44	0.9	-3	1.2	6
45	-0.5	0	-1.3	3
46	0.5	2	1.5	9
47	-0.3	-1	0.8	-1
48	0.6	-1	0.0	-7
49	0.1	5	0.3	0
50	-0.1	2	-0.3	5
51	1.1	-3	0.3	2
52	1.2	-1	1.1	-6
53	1.2	1	-1.6	3

Part of the list above in a different format.
[41] CC1=CC(C)C(COC(=O)CN2CCCCC2)C(C)C1 (stereo not given)
[42] CCCN(CCC)S(=O)(=O)c1ccc(C(=O)Nc2ccc(OCC(=O)N3CCOCC3)cc2)cc1
[43] CC1CN(Cc2ccc(C#N)cc2Cl)CC(C)O1 (stereo not given)
[44] COc1cc(O)c2c(c1)COC2=O

assay / compound,41,42,43,44
S1P4 agonist,-0.8,-0.4,-0.2,-2.4
S1P4 antag,-6,-10,0,-13
TRPML3 ag,-0.2,2.9,1.0,1.2
Calpain2 inh,1,-31,1,-15
EP2 modulator,1,22,-2,7
PERK inh,0.0,-2.3,0.4,0.9
Ba/F3 V617F tox,0,1,-1,-3
zfTRPN1 agonist,0.4,8.3,0.4,1.2
BaF3 tox,-2,4,1,6
